Source: PubChem
Mtb BioA inh = M. tuberculosis BioA enzyme inhibitors, primary screen, biochemical, plate reader, single point, HTS | purified M. tuberculosis BioA enzyme | inhibition, % at 9.99 µM | 360,000 compounds, 0.096% hits | AID 602481, 2012 | 7,8-diaminopelargonic acid synthase BioA (Mycobacterium tuberculosis); in the data active = inhibition above about 40%
MazEF act = activators of E. coli MazEF toxin-antitoxin RNase, primary screen, biochemical, fluorescence, uHTS; AID 504720, 2011; 350,000 compounds, 0.32% hits; activation, % at 20 µM; FAM/BHQ RNA-DNA oligo cleavage fluorescence, 5 h; in the data active = activation above about 50%
Target sequence (P0AE70 whole entry, looked up): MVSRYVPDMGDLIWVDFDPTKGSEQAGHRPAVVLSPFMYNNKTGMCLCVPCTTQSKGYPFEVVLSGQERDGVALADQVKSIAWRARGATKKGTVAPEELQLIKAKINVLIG
Mtb UGM inh = M. tuberculosis UGM enzyme inhibitors, primary screen, biochemical, fluorescence polarization, single point; inhibition, % at 10 µM; purified UGM, fluorescence polarization probe displacement; 320,000 compounds, 0.06% hits; UDP-galactopyranose mutase (Mycobacterium tuberculosis (strain ATCC 25618 / H37Rv)), …; in the data active = inhibition above about 10%, passing the limit was not always enough
FBA Mtb inh = Mtb FBA enzyme inhibitors, primary screen, biochemical, fluorescence, strain H37Rv; Fructose-bisphosphate aldolase (Mycobacterium tuberculosis (strain ATCC 25618 / H37Rv)), …; purified M. tuberculosis FBA, fluorescence read-out; inhibition, % at 1 µM; 360,000 compounds, 2.3% hits; in the data active = inhibition above about 27%;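 note: 0% = vehicle and 100% = reference inhibitor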
Target sequence (P9WQA3 whole entry, looked up): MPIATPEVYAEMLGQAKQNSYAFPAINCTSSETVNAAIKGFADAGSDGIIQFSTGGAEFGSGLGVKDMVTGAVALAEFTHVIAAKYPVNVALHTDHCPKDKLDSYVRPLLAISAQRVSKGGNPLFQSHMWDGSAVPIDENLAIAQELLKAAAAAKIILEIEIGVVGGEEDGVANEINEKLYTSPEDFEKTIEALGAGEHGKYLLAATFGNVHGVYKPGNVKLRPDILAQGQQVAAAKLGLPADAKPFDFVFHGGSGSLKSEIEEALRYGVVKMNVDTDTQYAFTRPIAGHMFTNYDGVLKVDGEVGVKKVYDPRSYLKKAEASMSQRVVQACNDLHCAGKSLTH
Rv3671c inh = Rv3671c serine protease inhibitors, primary screen, biochemical, fluorescence polarization, M. tuberculosis H37Rv. 320,000 compounds, 0.048% hits. inhibition, % at 5.96 µM. P9WHR9; in the data active = inhibition above about 38%;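 note: extracellular domain of Rv3671c used as enzyme; 0% = enzyme with DMSO and 100% = no enzyme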
Target sequence (P9WHR9 whole entry, looked up, the tested form may be a part): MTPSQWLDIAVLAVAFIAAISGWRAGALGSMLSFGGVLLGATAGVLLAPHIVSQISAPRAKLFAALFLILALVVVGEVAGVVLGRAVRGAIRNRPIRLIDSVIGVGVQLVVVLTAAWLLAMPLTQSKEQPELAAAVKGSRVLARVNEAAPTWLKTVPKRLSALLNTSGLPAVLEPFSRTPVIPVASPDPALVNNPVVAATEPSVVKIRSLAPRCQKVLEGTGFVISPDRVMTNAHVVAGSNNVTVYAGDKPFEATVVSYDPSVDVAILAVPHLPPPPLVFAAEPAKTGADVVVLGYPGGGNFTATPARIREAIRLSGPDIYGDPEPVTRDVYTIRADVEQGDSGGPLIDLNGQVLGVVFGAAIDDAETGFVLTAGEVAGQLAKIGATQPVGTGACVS
GDH-TPI inh = GDH-TPI coupling enzyme inhibitors, primary screen, artefact control for M. tuberculosis FBA inhibitor project, biochemical, absorbance, full deck; GDH-TPI coupled enzyme counterscreen, NADH absorbance; inhibition, % at 4.8 µM; 360,000 compounds, 1.2% hits; AID 588335, 2011; in the data active = inhibition above about 30%;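 note: 0% = DMSO wells and 100% = wells lacking the enzyme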
Vc quorum ag = inducers of Vibrio cholerae quorum light production without autoinducers, primary screen, BH1578 luxS cqsA deficient, single point. V. cholerae BH1578 lux reporter, luminescence, 6 h. activation, % at 18.7 µM. 350,000 compounds, 0.16% hits; in the data active = activation mostly above about 9.7%, no sharp cut-off; note: not every result past the cut was called active; inactives centre near 0; reference of the scale not given here
SARS 3CLpro inh = SARS-CoV 3CLpro protease inhibitors, primary screen, biochemical, quenched FRET; Replicase polyprotein 1ab (Severe acute respiratory syndrome coronavirus), P0C6X7; recombinant SARS-CoV 3CLpro, quenched FRET peptide cleavage; inhibition, % at 6 µM; 290,000 compounds, 0.14% hits; in the data active = inhibition above about 12%
VHR inh abs = VHR1 phosphatase inhibitors, primary screen, biochemical, absorbance, uHTS; Dual specificity protein phosphatase 3 (Homo sapiens), P51452; recombinant VHR phosphatase, pNPP absorbance; inhibition, % at 13.3 µM; 290,000 compounds, 0.52% hits; in the data active = inhibition above about 50%; note: some compounds called inactive have numbers as strong as hits
Target sequence (P51452 whole entry, looked up): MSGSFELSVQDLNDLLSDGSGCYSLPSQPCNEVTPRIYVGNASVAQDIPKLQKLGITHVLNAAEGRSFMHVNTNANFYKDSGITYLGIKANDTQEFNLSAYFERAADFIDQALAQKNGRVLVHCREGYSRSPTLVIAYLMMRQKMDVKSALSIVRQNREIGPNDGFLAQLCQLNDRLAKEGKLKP
PriA SSB inh = inhibitors of Klebsiella pneumoniae PriA binding to SSB C-terminal tail, primary screen, biochemical, AlphaScreen | PriA–SSB C-terminal tail interaction (Klebsiella pneumoniae) | AlphaScreen SSBct-PriA binding, biotinylated peptide | 430,000 compounds, 0.6% hits | inhibition, % at 33 µM; in the data active = inhibition mostly above about 37%, no sharp cut-off; inactive = mostly below about 20%;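 note: plate controls were negative control peptide for no effect and reference peptide for full effect; strong numbers were not always called active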
The depositor's hits bear a star; i = inactive; / = not tested or not shown. A portion of the library. The share of hits here may be higher or lower than overall.

1: Oc1ccc(C=Nc2ccc(N3CCOCC3)cc2)c(O)c1
2: NC(=O)C1CCN(c2nc(-c3cccc(Cl)c3)cs2)CC1
3: CC(C)COC(=O)N1CCCCC1c1cc(C(=O)NCc2ccc(F)cc2)no1 (centres undefined)
4: Cc1noc(C)c1CSCC(=O)OCC(=O)NC1CCCCC1
5: C=CCn1cc(C(=O)OC)c(=O)c2cc(S(=O)(=O)N3CCC(C)CC3)ccc21
6: Cn1c2c(c(=O)n(C)c1=O)C(c1ccc(C(F)(F)F)cc1)CC(=O)N2 (centres undefined)
7: CCOC(=O)Cn1nnnc1C(C(C)C)N(Cc1cc2c(C)cc(C)cc2[nH]c1=O)C1CCCC1 (centres undefined)
8: CC1CCCC(NC(=O)COC(=O)c2cc3ccccc3oc2=O)C1C (centres undefined)
assay / compound	1	2	3	4	5	6	7	8
Mtb BioA inh	-1.8	1.5	-2.0	0.1	2.7	0.3	-0.7	4.1
MazEF act	-7	1	/	-2	6	-13	-1	3
Mtb UGM inh	0.5	-0.6	/	0.5	1.4	-0.6	-1.0	2.4
FBA Mtb inh	-3	0	-5	3	2	-1	8	4
Rv3671c inh	-11	1	/	-26	-1	-5	-2	6
GDH-TPI inh	20	-16	-3	0	32*	0	8	2
Vc quorum ag	i	1.5	-0.3	-0.3	i	2.4	-1.7	i
SARS 3CLpro inh	-2	/	/	1	-5	/	1	/
VHR inh abs	10	/	/	19	/	/	22	/
PriA SSB inh	1	14	/	-4	-11	-16	-7	-8

9: C=CCN(c1ccccc1C(=O)O)S(=O)(=O)/C=C/c1ccccc1
10: O=C(CSCc1c(Cl)cccc1Cl)N1CCOCC1
11: CC(=O)N1N=C(c2cccs2)CC1c1cccc([N+](=O)[O-])c1 (centres undefined)
12: COc1ccccc1-c1c(C)oc2cc(OCC(=O)OCc3ccccc3)ccc2c1=O
13: CCn1c2ccccc2c2cc(NC(=O)c3cccc(OC)c3)ccc21
14: CCO[C@@H]1OC(C(=O)NCc2nc3ccccc3[nH]2)=C[C@H](C)[C@H]1CCCO
15: CS(=O)(=O)N(CC(=O)NCCSc1ccccn1)c1ccc(F)cc1
16: O=S(=O)(NCCc1nc2ccccc2[nH]1)c1ccccc1
assay / compound	9	10	11	12	13	14	15	16
Mtb BioA inh	0.4	/	/	/	-1.7	-0.3	/	-1.8
MazEF act	5	-1	-6	-9	4	5	-7	-3
Mtb UGM inh	3.3	-0.3	4.0	2.9	1.9	-2.0	0.0	/
FBA Mtb inh	-1	-2	1	-4	4	-1	4	-1
Rv3671c inh	-5	-9	-2	-15	-12	-5	-5	/
GDH-TPI inh	-1	-7	6	-6	1	9	0	3
Vc quorum ag	-0.6	i	-0.4	-0.3	i	i	-1.9	-0.8
SARS 3CLpro inh	4	4	0	3	7	1	4	/
VHR inh abs	24	5	2	10	-2	-2	25	/
PriA SSB inh	1	-10	2	-7	1	2	-16	-14

17: Cc1cc(C(=O)NCc2ccccc2F)cs1
18: Cc1nn(Cc2ccccc2Cl)c(C)c1NC(=O)c1ccn(C)n1
19: COc1ccc(CNC(=O)CSc2ncn[nH]2)cc1
20: COc1ccc(OC)c(/C=N/NC(=O)CNC(=O)c2ccc(S(=O)(=O)N3CCOCC3)cc2)c1
21: Nc1c(C(=O)N2CCCCCC2)oc2ccccc12
22: CCOC(=O)C1Cc2c([nH]c3ccccc23)C(C)N1 (centres undefined)
23: Cc1ccc(CN2[C@@H](Cc3ccccc3)C(=O)CS2(=O)=O)cc1
24: C/C(=N\NC(=O)COc1ccc([N+](=O)[O-])cc1)c1ccco1
assay / compound	17	18	19	20	21	22	23	24
Mtb BioA inh	2.1	-1.2	-2.0	/	-2.0	-1.9	1.9	0.7
MazEF act	-3	5	-28	2	5	-1	-7	2
Mtb UGM inh	-4.1	1.8	1.2	-3.0	-1.8	0.4	1.9	0.9
FBA Mtb inh	3	-1	2	0	12	1	2	-2
Rv3671c inh	0	5	-2	1	0	-7	-22	-1
GDH-TPI inh	10	9	2	19	14	6	9	4
Vc quorum ag	i	-0.2	i	-0.5	0.5	-3.6	-0.4	-8.0
SARS 3CLpro inh	1	2	1	-5	-2	0	/	/
VHR inh abs	13	15	40	-4	-4	3	/	/
PriA SSB inh	-21	4	-4	/	-12	-9	-17	/

25: CCCCn1nc2cc(C(=O)NCc3ccc(OC(F)(F)F)cc3)ccc2c1OC
26: CC(=O)Nc1ccc(-c2csc(NC(=O)CC(NC(C)=O)c3ccccc3)n2)cc1 (centres undefined)
27: Cc1sc(NC(=O)c2cccs2)nc1-c1ccccc1
28: CCCN1CCN(C(=O)CCn2c(=O)c3cccn3c3cccnc32)CC1
29: COc1ccc(-c2cc(C(=O)NCc3ccccc3)no2)cc1OC
30: COc1ccc2cc3c(N)nn(C(=O)c4cccc(F)c4)c3nc2c1
31: O=C(c1cccc(Oc2ccc([N+](=O)[O-])cc2)c1)N1CCOCC1
32: O=C(O)c1ccccc1C(=O)c1ccc(N2CCOCC2)c([N+](=O)[O-])c1
assay / compound	25	26	27	28	29	30	31	32
Mtb BioA inh	-1.2	0.8	-0.9	1.4	-0.5	/	0.5	0.2
MazEF act	-1	13	5	-18	-1	6	-3	-15
Mtb UGM inh	-1.0	4.5	-0.7	-1.0	-0.6	-0.3	-1.6	2.0
FBA Mtb inh	29*	2	-1	2	2	-2	0	-2
Rv3671c inh	-10	-5	-29	-7	-6	-15	-6	5
GDH-TPI inh	5	3	5	21	12	7	6	21
Vc quorum ag	i	3.1	i	-0.3	-2.0	-0.5	i	-0.2
SARS 3CLpro inh	8	-5	7	-5	-2	4	1	-4
VHR inh abs	23	20	8	5	11	-9	28	20
PriA SSB inh	-10	-3	-1	4	-8	7	9	-12

33: CC(=O)Nc1ccc(NC(=O)CSc2nnc(-c3cccs3)n2C)cc1
34: CCN(CC(=O)Nc1ccc(OC)cc1)C(=O)c1ccc2ccccc2c1
35: O=C(NCC(=O)N(Cc1cccs1)C(C(=O)NC1CCCC1)c1ccncc1)c1ccco1 (centres undefined)
36: CN=C(C)/C(C(=O)OC)=C(/O)c1c(F)cccc1F
37: COc1cc(/C=C/C(=O)OCc2csc(CC(=O)Nc3ccc(C)cc3)n2)ccc1OCC#N
38: O=C(CNC(=O)c1ccc(Br)o1)Nc1ccncc1
39: CN(C)c1ccc(CN2CCC(C(N)=O)CC2)cc1
40: CCOc1ccc(-n2c(CC)nc3ccccc3c2=O)cc1
assay / compound	33	34	35	36	37	38	39	40
Mtb BioA inh	-1.0	1.3	-1.9	/	-1.9	2.4	/	0.6
MazEF act	8	1	0	7	-13	1	10	0
Mtb UGM inh	-2.7	0.3	-1.0	-0.8	-1.0	/	1.7	0.5
FBA Mtb inh	-2	-3	-3	0	3	4	1	1
Rv3671c inh	2	-6	3	4	-7	-4	3	2
GDH-TPI inh	0	-1	1	-10	3	-10	3	-2
Vc quorum ag	0.0	-5.6	-0.7	0.0	-0.3	-0.3	-0.3	-0.3
SARS 3CLpro inh	-5	/	-7	3	/	/	1	5
VHR inh abs	30	/	6	-4	/	/	12	-5
PriA SSB inh	-3	-4	-17	/	1	-1	-1	-3

41: O=C(CN1C(=O)c2ccccc2S1(=O)=O)NC1CCCCC1
42: O=C(O)COCC(=O)Nc1ccc(-n2cnnn2)cc1
43: CC(C)(C)c1ccc(C(=O)N2CCC(=O)N(C(COCc3ccccc3)Cc3ccccc3)CC2)cc1 (centres undefined)
44: CCOc1ccc(-c2nc(C#N)c(N3CCN(C)CC3)o2)cc1
45: O=C1CCN(Cc2ccc([N+](=O)[O-])cc2)CCN1[C@H](CO)Cc1ccccc1
46: CCOc1ccc2nc(N=NC3=C(O)CC(C)(C)CC3=O)sc2c1
47: c1csc(CNc2ccn3nc(-c4ccc(OCCN5CCOCC5)cc4)cc3n2)c1
48: CN(C)c1ccc(/C=C2\CC3C4CC=C5CC(O)CCC5(C)C4CCC3(C)C2=O)cc1 (centres undefined)
assay / compound	41	42	43	44	45	46	47	48
Mtb BioA inh	-0.2	/	-5.8	-0.5	0.2	/	-0.3	-0.3
MazEF act	-7	6	6	0	-1	5	/	-15
Mtb UGM inh	-2.1	0.2	0.0	1.4	-0.9	-0.1	/	-0.2
FBA Mtb inh	0	1	5	69*	-2	-5	21	1
Rv3671c inh	0	0	-6	-5	-9	7	/	-4
GDH-TPI inh	-3	-5	19	33*	6	-2	-2	0
Vc quorum ag	-0.3	-0.3	i	-7.1	0.0	/	-0.2	-0.2
SARS 3CLpro inh	-8	-3	9	1	-5	0	/	-1
VHR inh abs	46	16	9	-4	20	2	/	-4
PriA SSB inh	2	2	-6	-6	-1	-3	/	-7

Fetched by compound from the list above (5):
45: O=C1CCN(Cc2ccc([N+](=O)[O-])cc2)CCN1[C@H](CO)Cc1ccccc1
46: CCOc1ccc2nc(N=NC3=C(O)CC(C)(C)CC3=O)sc2c1
47: c1csc(CNc2ccn3nc(-c4ccc(OCCN5CCOCC5)cc4)cc3n2)c1
43: CC(C)(C)c1ccc(C(=O)N2CCC(=O)N(C(COCc3ccccc3)Cc3ccccc3)CC2)cc1 (centres undefined)
42: O=C(O)COCC(=O)Nc1ccc(-n2cnnn2)cc1
assay / compound	45	46	47	43	42
Mtb BioA inh	0.2	/	-0.3	-5.8	/
MazEF act	-1	5	/	6	6
Mtb UGM inh	-0.9	-0.1	/	0.0	0.2
FBA Mtb inh	-2	-5	21	5	1
Rv3671c inh	-9	7	/	-6	0
GDH-TPI inh	6	-2	-2	19	-5
Vc quorum ag	0.0	/	-0.2	i	-0.3
SARS 3CLpro inh	-5	0	/	9	-3
VHR inh abs	20	2	/	9	16
PriA SSB inh	-1	-3	/	-6	2

Further entries:
49: CN(c1cccc(NC(=O)Cc2ccccc2)c1)S(C)(=O)=O
50: CN1CCCN(C(=O)COc2ccc(F)cc2Cl)CC1
51: CN(C)c1[nH]c(=O)c(C#N)c2c1CCN2Cc1ccccc1
52: N/C(=N\OC(=O)Nc1ccccc1)c1ncc(C(F)(F)F)cc1Cl
53: O=C(O)CN1C(=O)/C(=C\c2cc(Br)ccc2OCc2ccccc2F)SC1=S
54: O=C(c1ccc(Cl)c(S(=O)(=O)N2CCCCCC2)c1)N1CCCC(C(F)(F)F)C1 (centres undefined)
55: CC(=O)c1ccc(NC(=S)N2CCN(S(=O)(=O)c3ccc(F)cc3)CC2)cc1
56: O=C(Cc1ccccc1)NNC(=O)c1ccc(NC(=O)c2ccccc2)cc1
57: CCC1CCCCN1c1ccc([N+](=O)[O-])cc1/C=N/NC(=O)Cn1c2ccccc2c(=O)c2ccccc21 (centres undefined)
58: N#Cc1ccccc1OCC(=O)NCC(c1ccc(F)cc1)N1CCOCC1 (centres undefined)
assay / compound	49	50	51	52	53	54	55	56	57	58
Mtb BioA inh	-2.4	-0.4	-0.3	-0.6	17	1.6	15	0.7	/	-1.7
MazEF act	7	-4	9	-2	-14	-3	1	2	6	10
Mtb UGM inh	-0.3	2.8	-2.2	-1.7	2.8	4.9	-2.0	2.0	0.1	/
FBA Mtb inh	2	0	-2	-1	-2	45*	-3	1	7	0
Rv3671c inh	-2	-9	-7	-5	-10	1	9	-6	1	0
GDH-TPI inh	7	5	17	1	9	1	5	-2	0	-2
Vc quorum ag	i	-1.6	i	-0.8	i	-0.3	i	-1.0	1.4	-0.6
SARS 3CLpro inh	0	8	1	1	2	/	1	0	-2	/
VHR inh abs	18	14	26	20	45	/	11	15	26	/
PriA SSB inh	-8	5	-2	/	5	19	15	-10	/	-19
